Screening data as filed in PubChem.
uPA generation: cell surface uPA generation inhibition | cell surface uPA generation assay, qHTS | AID 540303 | 330,000 compounds, 0.31% hits | Potency, µM (top dose mostly 38.3 µM), inactives show at the highest dose activity change, negative = inhibition, most hits filed as inhibitors; active = well fitted inhibition curve with a large enough effect; inconclusive = small, poorly fitted or top-dose-only effect; inactive = no such curve, though single readings can be large or run the other way; tested in mouse RAW 264.7 cells; also: potency is read from the fitted curve at half-maximal effect; % is scaled to controls: 0 for no effect and ±100 for the full control effect; nearly all actives have a fitted effect of over 55% in size
FLuc counter: counter-screen for miR-21 project: firefly luciferase inhibitors or activators. purified FLuc, Km substrates, luminescence inhibition. P08659. Potency, µM (doses to about 57.5 µM), for the others: at the highest dose activity change, negative = inhibition, usual class: inhibitors. 360,000 compounds, 6.9% hits;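 also: potency is read from the fitted curve at half-maximal effect; plate controls were vehicle for no effect and reference inhibitor for full effect; nearly all actives have a fitted effect of over 55% in size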
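Purified P. pyralis luciferase (10nM final) with 10uM D-luciferin and 10uM ATP (Km levels) in 50mM Tris acetate pH 7.5, 10mM Mg acetate, 0.01% Tween-20, 0.05% BSA; qHTS 6-point titration, ~60 µM downward; luminescence read.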
RORgamma inh: ROR gamma (mouse) transcription inhibition; P51450; Drosophila S2 Gal4-RORgamma UAS-luciferase reporter, 20 h; Potency, µM (top dose mostly 53.6 µM), for the others: at the highest dose activity change, negative = inhibition, usual class: inhibitors; 310,000 compounds, 5.4% hits; AID 2551; also: potency is read from the fitted curve at half-maximal effect; % is scaled to controls: 0 for no effect and ±100 for the full control effect; nearly all actives have a fitted effect of over 60% in size
Target sequence (P51450 whole entry, looked up, the tested form may be a part): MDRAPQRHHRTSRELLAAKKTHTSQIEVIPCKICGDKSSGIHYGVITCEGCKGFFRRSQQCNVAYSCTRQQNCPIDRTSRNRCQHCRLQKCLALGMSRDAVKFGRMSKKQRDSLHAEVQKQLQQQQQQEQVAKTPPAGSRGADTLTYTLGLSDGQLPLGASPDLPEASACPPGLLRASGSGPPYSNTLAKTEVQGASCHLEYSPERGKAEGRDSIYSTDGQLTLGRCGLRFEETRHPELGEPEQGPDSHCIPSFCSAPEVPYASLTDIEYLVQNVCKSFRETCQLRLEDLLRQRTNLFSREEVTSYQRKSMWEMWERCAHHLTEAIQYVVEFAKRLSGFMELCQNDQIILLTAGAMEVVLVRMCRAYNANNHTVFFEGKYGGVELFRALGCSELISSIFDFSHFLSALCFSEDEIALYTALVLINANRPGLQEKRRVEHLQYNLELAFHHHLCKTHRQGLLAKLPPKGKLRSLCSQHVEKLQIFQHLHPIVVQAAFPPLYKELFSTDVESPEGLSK
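Schneider cells (Drosophila), stable Gal4 DBD–ROR gamma + UAS-luc; 1 hr cmpd preincubation; Cu2+ induction 700 uM final; 20 hr ambient; luminescence.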
ELG1 genotox: genotoxicity induction in ELG1-luciferase HEK293T cells; HEK293T ELG1-luciferase reporter, luminescence, 16 h; Potency, µM (highest dose often 46 µM), for inactives: at the highest dose activity change, positive = activation, actives largely listed as activators; 330,000 compounds, 1.3% hits; also: potency is read from the fitted curve at half-maximal effect; % of control where 0% means no effect; nearly all actives have a fitted effect of over 60% in size
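Cells (2,000/well) expressing the ELG1-luciferase fusion are dosed by pin tool and kept 16 hr at 37 °C, 5% CO2. Signal comes from ONE-Glo luciferase reagent after 30 min at room temperature.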
Giardia killer: kills Giardia lamblia | Giardia lamblia trophozoite viability | activity change, % at 7.66 µM, hits read low | 340,000 compounds, 0.15% hits | AID 540267; in the data active = activity change below about -80%; inconclusive = between about -30% and that limit;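 also: parasites exposed to compound for two days anaerobically before the ATP read; % is scaled to controls: 0 for no effect and ±100 for the full control effect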
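Compounds were tested on trophozoites seeded at 100 cells/well and held 48 hrs at 37 deg C anaerobically. An ATP-based luminescent kit measured the remaining live cells.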
NPC1 promoter act: activators of NPC1 promoter; Huh7 NPC1 promoter luciferase reporter, 24 h; Potency, µM (highest dose often 9.22 µM), for inactives: at the highest dose activation, hits mostly activators; 320,000 compounds, 2.4% hits; AID 485313;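 also: potency is read from the fitted curve at half-maximal effect; % of control where 0% means no effect; nearly all actives have a fitted effect of over 60% in size; reporter is driven by a mutant NPC1 promoter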
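Stable NPC1-promoter luciferase Huh7 line; cpd (DMSO) 24 h, 37 °C, 5% CO2; Amplite luciferase reagent 10 min RT; luminescence readout. qHTS format.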
VP16 counter: Gal4-VP16 reporter inhibition counter-screen; Potency, µM (titrated, usually from 53.6 µM), for the others: at the highest dose activity, negative = inhibition, most hits filed as inhibitors; AID 2546; Drosophila S2 Gal4-VP16 UAS-luciferase, luminescence, 20 h; 310,000 compounds, 3.5% hits;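 also: Gal4-VP16 expression switched on by copper sulfate through the metallothionein promoter; potency is read from the fitted curve at half-maximal effect; % is scaled to controls: 0 for no effect and ±100 for the full control effect; nearly all actives have a fitted effect of over 50% in size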
KCNH2 3.1 inh: KCNH2 3.1 (human) potassium channel inhibition | 340,000 compounds, 0.95% hits | U2OS KCNH2 3.1, thallium flux FluxOr; stronger effect = lower value | activity change, % (tested at about 1.8 µM);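 active = maximum activity change below -70%; inconclusive = maximum activity change from -70% to -50%; inactive = maximum activity change above -50%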;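 also: thallium influx rate constant from kinetic fluorescence after stimulation buffer; % is scaled to controls: 0 for no effect and ±100 for the full control effect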
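Kinetic fluorescence (2 min after stimulation buffer) measures Tl+ influx through KCNH2 3.1 expressed by viral transduction in U2OS cells; the rate constant is normalized against DMSO controls serving as positive and negative references.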
Tb PFK block: inhibitors of T. brucei phosphofructokinase; Potency, µM (highest dose often 57.5 µM), for the others: at the highest dose activity, negative = inhibition, usual class: inhibitors; 330,000 compounds, 0.17% hits; T. brucei PFK, ADP-Glo luminescence;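 also: potency is read from the fitted curve at half-maximal effect; 0% = uninhibited 1x PFK enzyme wells and -100% = no-enzyme wells; nearly all actives have a fitted effect of over 60% in size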
Target sequence (O15648 whole entry, looked up): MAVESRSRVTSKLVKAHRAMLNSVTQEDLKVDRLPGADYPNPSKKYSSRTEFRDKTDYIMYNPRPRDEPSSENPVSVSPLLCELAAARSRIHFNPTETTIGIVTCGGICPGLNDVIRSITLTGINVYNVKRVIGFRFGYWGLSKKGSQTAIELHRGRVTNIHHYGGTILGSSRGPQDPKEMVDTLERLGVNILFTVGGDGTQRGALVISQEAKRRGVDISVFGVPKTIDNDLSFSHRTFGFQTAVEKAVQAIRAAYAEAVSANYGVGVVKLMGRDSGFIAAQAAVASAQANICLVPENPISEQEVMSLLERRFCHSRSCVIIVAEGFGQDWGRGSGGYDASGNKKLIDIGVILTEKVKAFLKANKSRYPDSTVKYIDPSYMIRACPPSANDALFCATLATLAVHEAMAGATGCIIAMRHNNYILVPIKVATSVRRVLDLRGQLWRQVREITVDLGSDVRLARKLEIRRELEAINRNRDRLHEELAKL
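Activity is normalized to no-enzyme wells (full inhibition) and 1.25 nM enzyme wells (no inhibition). Reaction: 0.5 mM F6P, 0.1 mM ATP, 45 min RT, ADP-Glo luminescence; concentration-response curves fitted and classed by quality.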
Rab9 prom act: Rab9 promoter activation. Huh7 Rab9 promoter-luciferase reporter, luminescence, 24 h. Potency, µM (top dose mostly 9.22 µM), inactives show top-dose activation, negative = inhibition, usual class: activators. 320,000 compounds, 2.8% hits; also: potency is read from the fitted curve at half-maximal effect; % of control where 0% means no effect; nearly all actives have a fitted effect of over 60% in size
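Luminescence from Amplite-detected luciferase (10 minutes, ambient) reports Rab9 promoter activation. Before that, stable Rab9-luciferase Huh7 cells (1500/well, reduced-serum OP-MEM I plus 10% FBS) were exposed to compound for 24 hours at 37C.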
Coupling enz: coupling enzyme interference in Giardia aldolase counter-screen | coupling enzyme system counterscreen, AmpLite Red fluorescence | activity change, negative = inhibition, % at 58.2 µM, hits read low | 290,000 compounds, 0.67% hits | AID 2472; in the data active = activity change below about -30%; also: % is scaled to controls: 0 for no effect and ±100 for the full control effect
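Final compound at 57.5 uM, incubated 10 min at RT with coupling enzyme reagent (glyceraldehyde-3-phosphate), then 20 min with substrate and AmpLite Red detection. Fluorescence read at 525/598 nm; tests interference with the coupling assay, not aldolase inhibition.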
The depositor's hits bear a star; ? = inconclusive; · = not tested or not shown; & = joins results of further samples; [ ] = dose if it differs, or a comment. Unless noted, calls follow the shape of the dose curve; as a rule, active = well fitted curve in the direction sought with a large enough effect; inconclusive = small, poorly fitted or top-dose-only effect, or another doubt; inactive = no such curve, though single readings can be large; an effect the other way counts as inactive or inconclusive.

no. | Compound | uPA generation | FLuc counter | RORgamma inh | ELG1 genotox | Giardia killer | NPC1 promoter act | VP16 counter | KCNH2 3.1 inh | Tb PFK block | Rab9 prom act | Coupling enz
1 | COc1ccc(S(=O)(=O)Nc2cc(C)nn2-c2ccccc2)cc1 | -5% | 5% | 1% | 0% | -20 | -3% | -1% | 3 | -1% | -4% | 3
2 | O=C(c1cccs1)N1CCn2c1nc1ccccc12 | -6% | ? | -34% | ? | -7 | 2.8µM* | -2% | -11 | 1% | 4µM* | 1
3 | CCN(CC)c1ccc(/C=N/NC(=O)c2ccoc2C)c(O)c1 | -20% | 2.7µM* | 0.5µM* | 16µM* | 4 | ? | 3.5µM* | 2 | -4% | -7% | -3
4 | CCc1cc2c(NCc3ccccc3)nc(C)nc2s1 | 6% | 1% | ? | 12% | ? | -2% | ? | 9 | 1% | -3% | 1
5 | S=C(NCCc1ccccc1)Nc1ccccc1N1CCOCC1 | 0% | 0% | 1% | -4% | 10 | 0% | ? | 1 | -2% | -4% | -9
6 | CN(C)c1ccc(N=Nc2ccccc2Br)cc1 | ? | 0.19µM* | 8.9µM* | ? | -14 | 3.5µM* | ? | 10 | 4% | 6.3µM* | 0
7 | COc1ccc(CC(=O)N2CCc3cc(OC)c(OC)cc3C2C)c(OC)c1 (centres undefined) | 1% | -1% | 1% | -5% | -3 | -6% | -7% | -15 | -1% | -2% | 0
8 | O=C(c1ccc(F)c(S(=O)(=O)N2CCOCC2)c1)N(c1ccccc1)c1ccccn1 | 4% | -1% | 14% | -3% | 14 | -5% | -3% | 4 | -1% | -2% | 2
9 | O=C(Nc1nc(-c2cccs2)cs1)c1ccc(Cl)cc1 | 0% | 11µM* | ? | ? | -1 | 14% | ? | -12 | -1% | 16% | -5
10 | CC1(N2CCCCC2)C(=O)c2ccccc2C1=O | -2% | -1% | -1% | 0% | 4 | 0% | -11% | -4 | -2% | 7% | 0
11 | O=C(O)CCc1ccc(-c2ccccc2)n1NC(=O)c1ccco1 | 4% | 9% | 0% | 1% | -10 | 0% | -5% | -7 | -5% | 0% | 1
12 | O=C(Nc1nnc2n1CCS2)c1ccco1 | 2% | 1% | ? | 0% | 9 | -3% | -8% | -4 | -1% | -6% | 3
13 | CC1(C)Cc2c(sc(NC(=O)c3ccc4ncsc4c3)c2C(N)=O)C(C)(C)N1 | -3% | ? | ? | 16µM* | -17 | ? | ? | 4 | 9% | ? | 4
14 | C=CCNC(=S)NCCO | 18% | -3% | -14% | 1% | -19 | -5% | 0% | 4 | 1% | 0% | 3
15 | Cc1nc2ccc(NC(=O)c3cccnc3)cc2s1 | 6% | -7% | 21% | 8% | -3 | -3% | -7% | -4 | -1% | 16% | 1
16 | CC(C)OC(=O)c1cc(NC(=O)c2nn(C)cc2Br)cc(C(=O)OC(C)C)c1 | 0% | -1% | 7% | 7% | -6 | -4% | -5% | 3 | 0% | -3% | -4
17 | CCOC(=O)c1[nH]c2ccc(F)cc2c1NC(=O)Nc1ccccc1OC | -11% | 3% | -12% | ? | -2 | 1% | -9% | -2 | -9% | -13% | -1
18 | CC(C)Cc1nc2c(nnn2Cc2ccccc2F)c(=O)[nH]1 | -5% | -1% | -8% | 5% | -20 | -8% | 0% | 2 | -1% | -1% | 1
19 | COC(=O)CCC/C=C1/SCC(NC(=O)c2ccccc2)/C1=N/O (centres undefined) | 4% | -1% | 15% | -4% | -2 | -3% | 12% | -1 | 3% | 0% | 5
20 | Cc1nc(/N=C\c2ccc(N(C)C)cc2)sc1C | -8% | 0.3µM* | · | 1% | 13 | -1% | · | · | -4% | -4% | ·
21 | C=C(C)Cn1c(CCNC(=O)CC)nc2ccccc21 | 8% | 5% | -12% | -1% | 8 | -5% | 0% | 5 | -1% | -1% | 3
22 | O=C(CSc1nc(O)cc(=O)[nH]1)N1c2ccccc2CCc2ccccc21 | 4% | -3% | 21% | -3% | 9 | 1% | 0% | -6 | -8% | -3% | 10
23 | CCOc1ccc(NC(=O)CCNS(=O)(=O)c2cccc3nsnc23)cc1 | 0% | 0%&0% | -7% | -16% | 24 | -2% | -1% | -5 | 1% | -8% | -3
24 | CCOc1ccc(N(C)S(=O)(=O)c2cc(-c3cc(C)no3)ccc2C(C)C)cc1 | ? | 2% | ? | 1% | 1 | -6% | -17% | -31 | -1% | -1% | -2
25 | NS(=O)(=O)c1ccc(CCNS(=O)(=O)c2ccccc2)cc1 | -2% | -1% | 7% | -2% | -2 | -3% | 11% | 0 | -6% | -4% | 4
26 | COc1ccc(NC(=O)CN2C(=O)C(C)Oc3ccccc32)cc1OC (centres undefined) | 5% | -1% | 13%[1.91 µM] | -7% | -3 | -5% | 0% | -3 | 0% | -3% | -2
27 | COc1cccc(NC(=O)CN(C)C(=O)c2cccc(S(=O)(=O)N3CC4(C)CC3CC(C)(C)C4)c2)c1 (centres undefined) | ? | · | · | -5% | -17 | · | · | 16 | 6% | · | ·
28 | CN1CCN(S(=O)(=O)c2ccc(C(F)(F)F)cc2)C(c2ccccc2)C1 (centres undefined) | 3% | · | · | 0% | -21 | 0% | · | 16 | 0% | -2% | ·
29 | Brc1cnc2nc(SCc3nc4ccccc4[nH]3)[nH]c2c1 | 8% | -14% | -42% | 1% | 6 | -17% | -6% | -8 | 0% | -9% | 0
30 | CCOC(=O)c1c(NC(=O)CN2C(=O)NC(C)(c3ccc(Cl)cc3)C2=O)sc(C(=O)NC)c1C (centres undefined) | -10% | -1% | 39% | -4% | -1 | 1% | -23% | -6 | -4% | 2% | 3
31 | O=S(=O)(c1cccc(-c2cn3cccnc3n2)c1)N1CCOCC1 | 0% | -2% | 14% | 0% | -12 | -5% | -7% | 6 | -3% | 1% | 3
32 | Cn1cc(Br)c(C(=O)NN2C(=O)C3C4C=CC(C5CC45)C3C2=O)n1 (centres undefined) | -5% | 3% | -11% | 1% | -2 | -7% | -3% | 3 | -2% | -3% | 2

Five compounds from above, ordered by heavy-atom count, smallest number first.
no. | Compound | uPA generation | FLuc counter | RORgamma inh | ELG1 genotox | Giardia killer | NPC1 promoter act | VP16 counter | KCNH2 3.1 inh | Tb PFK block | Rab9 prom act | Coupling enz
20 | Cc1nc(/N=C\c2ccc(N(C)C)cc2)sc1C | -8% | 0.3µM* | · | 1% | 13 | -1% | · | · | -4% | -4% | ·
21 | C=C(C)Cn1c(CCNC(=O)CC)nc2ccccc21 | 8% | 5% | -12% | -1% | 8 | -5% | 0% | 5 | -1% | -1% | 3
16 | CC(C)OC(=O)c1cc(NC(=O)c2nn(C)cc2Br)cc(C(=O)OC(C)C)c1 | 0% | -1% | 7% | 7% | -6 | -4% | -5% | 3 | 0% | -3% | -4
30 | CCOC(=O)c1c(NC(=O)CN2C(=O)NC(C)(c3ccc(Cl)cc3)C2=O)sc(C(=O)NC)c1C (centres undefined) | -10% | -1% | 39% | -4% | -1 | 1% | -23% | -6 | -4% | 2% | 3
27 | COc1cccc(NC(=O)CN(C)C(=O)c2cccc(S(=O)(=O)N3CC4(C)CC3CC(C)(C)C4)c2)c1 (centres undefined) | ? | · | · | -5% | -17 | · | · | 16 | 6% | · | ·

Carrying on.
no. | Compound | uPA generation | FLuc counter | RORgamma inh | ELG1 genotox | Giardia killer | NPC1 promoter act | VP16 counter | KCNH2 3.1 inh | Tb PFK block | Rab9 prom act | Coupling enz
33 | CCCc1ccccc1OCCNS(=O)(=O)c1cc2c(cc1C)OCC(=O)N2 | 11% | -2% | 16% | -10% | -3 | 1% | ? | 4 | -1% | -7% | 0
34 | COc1ccc(C(C(=O)NC(C)(C)C)N(CCO)C(=O)CCC(=O)Nc2cc(C)on2)cc1 (centres undefined) | · | -1% | -6% | 4% | 1 | 2% | -5% | -1 | 2% | 1% | 2
35 | Nc1ccc2nc(-c3ccccc3)c(-c3ccccc3)nc2c1 | -2% | 2% | -29% | -3% | 4 | -7% | -5% | 9 | 1% | -3% | ·
36 | COc1ccc(CCNC(=S)Nc2ccc(C)cc2C)cc1 | 7% | 4% | 4µM* | -2% | 5 | -3% | 7.1µM* | 19 | -1% | -8% | 0
37 | CC(C)Cn1nc(NC(=O)c2cccs2)c2cc3ccccc3nc21 | -9% | ? | 10% | -8% | 1 | -4% | -20% | -15 | -3% | -1% | 6
38 | O=C1C=C(c2cccs2)C[C@H](c2ccccc2)[C@H]1n1nnc([N+](=O)[O-])n1 | -11% | 2% | ? | -2% | -21 | -12% | -21% | -20 | 9% | 0% | -24
39 | COCC(C)NC(=O)c1cc2c(ccc3ccccc32)oc1=O (centres undefined) | 8% | ? | 2% | 5% | 42[activator] | 0% | -17% | 5 | 1% | 5% | 2
